Assay outcomes (PubChem)
aDG glyco up = activators of alpha-DG glycosylation, primary screen, uHTS, Pro5-aDG cells, AlphaScreen; alpha-DG glycosylation AlphaScreen (IIH6); 0% Pro5, 100% B10-LARGE cell signal; activation, % at 10 µM; 0.22% of 360,000 active; AID 624168, 2012;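 active = activation of at least 8% versus controls, or a plate z-score of at least 8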;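 also: Pro5 are CHO cells carrying HIG-tagged alpha-DG that lacks glycosylation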
CaV13 FRET inh = Disruptors of the CACNA1D IQ motif to Ca2+-dependent inactivation inhibitor domain association, primary screening, Förster resonance energy transfer in intact living …; AID 743397; 0.098% of 340,000 active; HEK cells, CFP/YFP FRET ICDI-IQ, plate reader, 10 min; percent FRET-ratio fall versus neutral wells; inhibition, % at 12.3 µM;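 active = mean replicate inhibition of at least 30% and at least 1% of replicates passing that level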;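 also: 0% = median of the neutral control wells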
H9c2 protect = cardioprotection against H2O2-induced cell death, primary screen, uHTS, H9c2 cells, ATPLite luminescence; H9c2 cardiomyocytes, H2O2 injury protection, 2 h; 0.63% of 360,000 active; protection from H2O2 cell death, % at 20 µM;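 active = compounds giving at least 50% protection of heart cells from peroxide-induced death in the single-dose screen, raw or plate-pattern-corrected value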;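 also: 0% = DMSO wells with peroxide and 100% = DMSO wells without peroxide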
PDI inh = inhibitors of human PDI, primary screen, biochemical, turbidity, single point, plate reader; Protein disulfide-isomerase (Homo sapiens), P07237; PDI insulin aggregation turbidity, A650, 90 min; inhibition, % at 10 µM; 0.052% of 350,000 active; AID 588391, 2011;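 active = mean inhibition across replicates of 30% or more, whatever share of single replicates reach that level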;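 also: absorbance from insulin aggregation driven by PDI reduction with DTT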
Target sequence (P07237 whole entry, looked up): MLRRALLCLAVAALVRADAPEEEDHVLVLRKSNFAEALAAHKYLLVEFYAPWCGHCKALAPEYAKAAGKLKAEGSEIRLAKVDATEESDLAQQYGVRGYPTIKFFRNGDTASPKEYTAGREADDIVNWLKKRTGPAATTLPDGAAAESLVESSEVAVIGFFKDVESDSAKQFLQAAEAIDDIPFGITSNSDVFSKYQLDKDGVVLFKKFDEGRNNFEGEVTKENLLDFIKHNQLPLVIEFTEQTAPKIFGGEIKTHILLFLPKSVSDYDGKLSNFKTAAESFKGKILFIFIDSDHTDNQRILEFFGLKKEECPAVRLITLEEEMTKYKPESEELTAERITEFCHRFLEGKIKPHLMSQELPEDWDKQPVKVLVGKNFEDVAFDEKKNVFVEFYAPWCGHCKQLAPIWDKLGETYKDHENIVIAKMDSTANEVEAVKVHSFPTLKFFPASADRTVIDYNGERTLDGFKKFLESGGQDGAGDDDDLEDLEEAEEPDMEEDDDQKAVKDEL
ABCB6 inh MLPCN = ABCB6 transporter inhibitors, primary screen, K562-ABCB6 cells, flow cytometry, MLPCN library; ATP-binding cassette sub-family B member 6 (Homo sapiens), Q9NP58; K562-ABCB6 porphyrin accumulation, 1 h; stronger effect = lower value; fluorescence ratio to DMSO, % at 10 µM; 0.19% of 360,000 active;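 active = fluorescence ratio to DMSO below 75%, the collection mean minus 3 SD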;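 also: signal is porphyrin accumulated inside mitochondria; 100% equals median channel fluorescence of DMSO control wells; lower ratio means ABCB6 inhibition with less porphyrin fluorescence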
Vif inh = HIV Vif self-association inhibitors, primary screen, imaging, HEK293T, single point; HEK293T cells, Vif self-association by quenched fluorescence, 24 h; inhibition, % at 7.49 µM; 0.35% of 340,000 active; AID 602346, 2012; in the data active = inhibition above about 50%, passing the limit was not always enough; also: some results filed as inactive read as strong as hits
Granule exo inh = LAMP-1 surface exposure blockers, TALL-104 cells – cell-based, flow cytometry, MLPCN library, primary screen | TALL-104 LAMP-1 surface exposure; cells stimulated with thapsigargin and PMA | 0.66% of 360,000 active | AID 651702, 2012 | inhibition, % at 10 µM;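 active = inhibition above about 55%, limit read from the data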
iPSC survival up = enhancers of single-cell hiPSC survival, primary screen, ATPlite luminescence | 100% = ROCK inhibitor wells, 0% = DMSO | survival enhancement, % at 20 µM | 0.044% of 360,000 active | AID 602274, 2012; in the data active = survival enhancement above about 18%;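 also: cells exposed to compounds for 16 hours before the ATP read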
Glyco luc inh = increase of ERlucT glycosylation luciferase signal, primary screen, N-linked glycosylation inhibitor project, D54 ERlucT cells, luminescence, set 2 | D54 ERlucT glycosylation luciferase reporter, 24 h; percent of 100 nM tunicamycin response | AID 588692, 2011 | 0.23% of 360,000 active | reporter increase, % at 12.5 µM;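 active = mean luciferase reporter signal, scaled so untreated is 0 and the glycosylation-blocking control 100, at or above a set limit in every replicate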;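 also: luciferase carries N-glycosylation sites so blocking glycosylation raises the light; 0% = median of neutral control wells and 100% = median of 100 nM tunicamycin wells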
HTR2A ag = mouse Htr2a agonists via beta-arrestin recruitment, primary screen, cell-based, luminescence | CHO-K1 mHTR2A beta-arrestin complementation; percent of 30 µM serotonin response | AID 624169, 2012 | 0.66% of 360,000 active | 5-hydroxytryptamine receptor 2A (Mus musculus), P35363 | activation, % at 7.6 µM;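 active = activation above a run cutoff, the mean activation of all tested compounds plus 3 SD, cut at about 14% in these data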;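 also: 0% = plate median of compound wells and 100% = 30 µM serotonin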
Target sequence (P35363 whole entry, looked up): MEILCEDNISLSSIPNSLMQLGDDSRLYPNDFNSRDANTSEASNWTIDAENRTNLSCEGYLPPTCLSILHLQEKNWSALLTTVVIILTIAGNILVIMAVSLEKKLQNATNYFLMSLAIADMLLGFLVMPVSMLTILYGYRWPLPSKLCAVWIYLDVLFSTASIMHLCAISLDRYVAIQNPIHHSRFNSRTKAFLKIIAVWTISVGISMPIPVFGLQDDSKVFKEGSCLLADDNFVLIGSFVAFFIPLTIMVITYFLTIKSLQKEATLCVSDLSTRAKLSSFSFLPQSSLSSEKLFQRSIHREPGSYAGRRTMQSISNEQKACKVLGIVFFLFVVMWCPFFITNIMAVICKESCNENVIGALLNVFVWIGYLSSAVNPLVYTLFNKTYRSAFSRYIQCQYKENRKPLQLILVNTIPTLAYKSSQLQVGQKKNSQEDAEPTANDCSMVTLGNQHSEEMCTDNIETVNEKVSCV
Active calls of the source: *; x = no result given.

The opening two compounds, ahead of the listing:
Below each SMILES – aDG glyco up	CaV13 FRET inh	H9c2 protect	PDI inh	ABCB6 inh MLPCN	Vif inh	Granule exo inh	iPSC survival up	Glyco luc inh	HTR2A ag
- CCCCCOc1ccc(C2C(C(=O)c3ccc(C)o3)=C(O)C(=O)N2c2cc(C)on2)cc1 (centres undefined)
  -0.6	-7.5	-0.1	0.7	113.0	22.2	4.1	0.1	1.4	5.2
- CCCN(CCC)CCCNC(=S)Nc1ccc2nc3n(c(=O)c2c1)CCCCC3
  -0.2	-1.4	1.4	5.6	92.0	1.2	0.1	-0.5	-4.8	1.3

The listing, from the start:
Below each SMILES – aDG glyco up	CaV13 FRET inh	H9c2 protect	PDI inh	ABCB6 inh MLPCN	Vif inh	Granule exo inh	iPSC survival up	Glyco luc inh	HTR2A ag
- CCCCCOc1ccc(C2C(C(=O)c3ccc(C)o3)=C(O)C(=O)N2c2cc(C)on2)cc1 (centres undefined)
  -0.6	-7.5	-0.1	0.7	113.0	22.2	4.1	0.1	1.4	5.2
- CCCN(CCC)CCCNC(=S)Nc1ccc2nc3n(c(=O)c2c1)CCCCC3
  -0.2	-1.4	1.4	5.6	92.0	1.2	0.1	-0.5	-4.8	1.3
- Cc1cccc(NC(=S)NC(C)CCc2ccccc2)c1 (centres undefined)
  1.8	-4.9	-7.4	-13.2	96.0	-11.7	1.5	-0.8	3.7	-4.6
- CCCOc1nc2c(c(=O)n(C)c(=O)n2C)n1Cc1cccc2ccccc12
  2.8	x	-16.9	-3.8	102.0	-15.5	1.4	0.1	-2.5	-0.1
- Cc1ccc(NC(=O)COC(=O)CNC(=O)c2ccc(Br)cc2)c(C)c1
  -0.2	-7.4	-1.2	-7.1	100.0	8.7	-3.4	-0.7	-0.7	-1.4
- CCC(=O)Nc1c(C)nn(C(=O)CC)c1C
  0.1	-1.7	4.4	-0.5	94.0	-4.0	-1.5	-1.0	-0.2	-1.9
- CC(C)(C)n1nnnc1C(c1cc2ccccc2o1)N(Cc1ccccc1)Cc1ccccc1 (centres undefined)
  0.0	-5.7	x	x	96.0	x	-4.0	-0.1	x	3.7
- CC(C)COC(=O)N1CCCC1C(=O)Nc1nccs1 (centres undefined)
  0.0	x	-2.3	1.6	105.0	8.8	-1.9	-1.1	1.0	2.5
- COc1ccc(N2CCN(CCCn3cnc4c(SC)ncnc43)CC2)cc1
  0.2	-3.7	-5.6	0.8	96.0	-3.3	-0.8	2.8	4.6	-7.4
- Cc1noc(NC(=O)c2cccc(C(F)(F)F)c2)c1Cl
  0.8	-18.7	-5.1	1.6	99.0	9.0	-3.9	7.1	0.8	-3.7
- CC(C)C[C@@H]1COc2cccc(N(C)CCO)c2S(=O)(=O)N1
  0.3	-10.3	x	x	98.0	x	-0.2	0.6	x	-2.9
- CC(C)CC(=O)Nc1nnc(S(=O)(=O)N2CCc3ccccc32)s1
  0.1	-5.8	-12.8	6.3	106.0	10.4	5.0	0.8	-0.5	6.4
- Cc1ccc2cc(S(=O)(=O)NCCC(=O)O)ccc2c1
  -0.2	-5.9	-2.7	1.0	94.0	14.9	-1.7	-0.6	-0.3	5.0
- COC(=O)N=Nc1c(O)[nH]c2ccc(Br)cc12
  -0.3	-6.0	3.6	-4.7	86.0	-4.8	-1.2	-0.5	9.3	-1.5
- CCN(C(=O)Cc1c(C(=O)O)n(CC)c2ccccc12)c1cccc(C(F)(F)F)c1
  0.1	-4.0	3.7	8.8	96.0	8.2	1.7	-0.7	-0.4	-2.1
- COC(=O)C1=C(C)NC(=O)/C1=C\c1ccco1
  -0.2	x	13.3	-3.9	97.0	7.7	6.4	0.7	2.9	11.1
- Cc1ccc(C2=NN3C(C(=O)c4ccccc4)Oc4ccccc4C3C2)cc1 (centres undefined)
  -0.2	-5.3	-7.6	-6.7	93.0	-4.3	-2.0	-4.3	-2.5	-13.0
- c1ccc(CN=C2NN=C(c3cc4ccccc4o3)CS2)cc1
  -0.3	-4.2	3.0	-0.9	100.0	8.2	-1.2	-2.6	-0.3	3.8
- C[C@@H]1CN([C@H](C)CO)C(=O)CCCn2cc(nn2)CO[C@H]1CN(C)S(=O)(=O)c1ccccc1
  -0.1	-6.0	-4.7	-3.8	95.0	-2.9	2.4	1.9	2.2	-0.1
- CCCS(=O)(=O)NC(=O)C1(C)CCN(C(=O)c2oc3ccccc3c2C)C1 (centres undefined)
  0.0	-6.4	5.8	-9.1	81.0	4.7	15.5	1.2	-2.2	-2.1
- Cc1cc(C)cc(CC(=O)N2CCC2(C)C(=O)NS(=O)(=O)c2ccccc2Cl)c1 (centres undefined)
  -0.1	-4.9	1.0	-6.8	91.0	9.0	0.7	2.8	3.1	2.5
- O=C(c1cccnc1)N1CCCC(Nc2ccc(F)cc2)C1 (centres undefined)
  0.8	-2.1	0.0	4.9	102.0	-7.6	0.7	0.8	0.5	5.1
- O=C(NCC1CCCO1)c1cn(-c2ccccc2)nc1-c1ccc(F)cc1 (centres undefined)
  0.0	-2.5	2.8	0.7	107.0	-2.0	2.8	0.0	-1.6	-4.5
- O=C1N(CN2CCN(Cc3ccccc3)CC2)c2ccccc2C12OCCCO2
  0.1	-4.3	0.2	-0.2	105.0	-1.1	1.4	0.5	2.4	1.8
- O=C(c1cnn(C(=O)c2cccc(S(=O)(=O)N3CCOCC3)c2)c1)c1ccccc1O
  0.4	24.0	-0.3	2.2	98.0	-7.2	-2.8	-0.2	4.3	4.7
- CCOc1ccccc1N(C)C(=O)C1CCN(S(=O)(=O)c2cccc3nonc23)CC1
  0.4	-1.2	2.5	0.5	99.0	3.6	0.4	-0.9	0.7	2.3
- CCc1ccc(NC(=O)CSc2nnc(-c3cnccn3)n2Cc2ccco2)cc1
  0.0	-5.5	0.3	3.9	92.0	7.9	-6.2	-0.4	-3.3	1.8
- Cc1nnc(-c2cccc(Br)c2)c2cn(-c3cccc(Br)c3)nc12
  -0.2	-4.1	7.3	3.3	97.0	-2.0	1.5	-2.4	7.0	1.2
- CCOC(=O)CC(=O)Nc1c(C)cc(C)cc1C
  0.2	-3.9	-0.3	14.9	98.0	7.8	0.8	0.9	-2.0	3.5
- S=C(Nc1ccccc1)Nc1ccc(OCc2ccccc2)cc1
  -0.1	-5.6	-2.4	-4.4	95.0	2.8	-0.6	-2.3	2.2	-1.5
- Cn1c(CCN2CCN(c3ccccn3)CC2)nc2cc(NS(=O)(=O)c3ccc(F)cc3)ccc21
  0.7	-6.5	-8.4	-1.8	94.0	x	3.8	-1.6	-5.5	0.0
- O=C(NN=Cc1ccc(F)c(F)c1)c1ccc(NS(=O)(=O)c2cccs2)cc1
  0.1	-5.8	-0.3	-8.4	90.0	2.2	-4.2	-0.5	0.1	-3.6
- O=C(CCc1nnc(C2CCCCC2)o1)NCCCOc1cccnc1
  0.5	-5.4	-3.5	7.2	98.0	x	-1.8	-2.4	0.9	-2.6
- CCN(CC)CCOC(=O)c1ccc(Cl)cc1Cl
  -0.2	1.2	6.7	-7.4	97.0	-10.4	-6.5	0.0	-2.7	-5.9
- Brc1ccc(/C=N/Nc2ccc3ccccc3n2)cc1
  1.1	x	-11.1	-6.2	110.0	-8.3	1.4	-1.1	-2.4	0.1
- O=C1C(=O)c2ccccc2C([O-])=C1[n+]1ccccc1
  0.0	-2.7	-5.2	0.0	93.0	-4.0	1.8	0.1	6.9	1.7
- Cc1cc(=O)oc2cc(OCC(=O)NC3CC(C)(C)NC(C)(C)C3)c(Cl)cc12
  -0.1	-6.2	0.2	-2.5	101.0	-6.8	-11.9	0.1	14.8	1.1
- Cc1ccc2nc(SCn3nnc4ccccc4c3=O)[nH]c2c1
  0.2	-5.2	2.9	2.3	99.0	-11.0	2.0	-1.4	-12.0	1.5
- NNC(=O)c1nc[nH]c1C(=O)Nc1ccccn1
  -0.4	-4.5	6.5	-7.5	99.0	-0.5	-0.4	-0.6	2.6	0.2
- CSc1nc(-c2ccccc2)c(C#N)c(=O)[nH]1
  0.1	-2.6	-4.5	2.4	97.0	3.0	-1.5	1.0	0.5	3.4
- CC(NC(=O)CCC(=O)NC(C)c1ccccc1)c1ccccc1 (centres undefined)
  0.1	-4.0	-4.3	-78.5	100.0	-2.6	-2.6	-0.5	-0.2	0.6
- CC(=O)c1nnn(-c2c(F)cccc2F)c1C
  -0.2	-19.8	0.1	-1.2	93.0	1.4	-1.1	0.2	-1.8	-0.5
- CC(C)c1ccc(C(=O)OCC(=O)NC2CCCC2)cc1
  -0.1	-2.5	-8.7	-5.9	97.0	10.4	-1.7	0.4	1.7	0.1
- COc1ccc(C(C(=O)NCc2ccccc2)N(Cc2ccco2)C(=O)c2snc(C(N)=O)c2N)cc1 (centres undefined)
  -0.3	-3.0	79.8*	16.1	98.0	-3.3	40.2	0.1	-4.4	-1.5
- O=C1C(=O)N(CC(=O)N2CCCC2)c2ccccc21
  0.3	-2.5	-7.0	-0.7	100.0	-4.2	-0.7	-1.2	2.6	-2.2
- COCCN1C(=O)c2ccccc2C(C(=O)N2CCN(c3ccccc3)CC2)C1c1ccc(F)cc1 (centres undefined)
  0.4	-5.0	-3.9	0.7	97.0	12.1	1.1	-2.0	-0.1	0.1
- CCCCCC1CCC(c2ccc(/C(N)=N/O)cc2)CC1 (centres undefined)
  0.0	-20.1	-3.5	1.9	87.0	-3.7	-3.0	0.1	3.2	1.6
- O=C(COC(=O)c1ccc(Cl)nc1)Nc1c(Cl)cccc1C(F)(F)F
  0.2	-6.8	-0.6	-3.8	100.0	-3.8	-2.6	0.3	-3.0	-3.2
- CN(C)CCNC(=O)/C(=C/c1ccc(-c2ccc(Cl)cc2)o1)NC(=O)c1ccccc1
  1.7	-5.5	-10.4	-5.6	100.0	2.4	4.4	-3.5	-5.0	-4.1
- COc1cccc(/C(C)=N/NC(=O)c2ccc(N(C)C)cc2)c1
  -0.3	-4.9	-0.1	-0.3	119.0	24.1	-6.5	-1.8	2.2	-4.7

Remaining list, next part:
Below each SMILES – aDG glyco up	CaV13 FRET inh	H9c2 protect	PDI inh	ABCB6 inh MLPCN	Vif inh	Granule exo inh	iPSC survival up	Glyco luc inh	HTR2A ag
- O=C(CSc1nc2cc(Cl)ccc2s1)NC1CCCc2ccccc21 (centres undefined)
  0.2	-5.1	1.5	7.4	102.0	-2.8	-0.9	3.6	-1.2	0.0
- C[C@]12CC[C@H](O)C[C@@H]1CC[C@@H]1[C@@H]2CC[C@@]2(C)[C@H]1CCC(=O)[C@]21CCCO1
  0.5	-5.4	3.6	-5.1	97.0	-2.8	-2.3	0.4	-1.2	5.2
- Cc1nnc(N2CCOCC2)c2ccccc12
  -0.1	-4.4	10.6	3.4	91.0	-7.1	-1.2	1.1	1.7	4.2
- CN1CCN(C(=O)c2cc3c(c(-c4cccc(-c5cccnc5)c4)n2)[C@@H](CCO)N(C(=O)CC2CC2)C3)CC1
  0.1	-5.0	x	x	92.0	x	1.1	-1.3	x	0.0
- COc1ccc([C@H]2CC(=O)C[C@@H](CCn3cc(-c4ccncc4)nn3)O2)cc1
  -0.1	-6.7	x	x	93.0	x	-0.8	-0.1	x	6.6
